HTR5A ag – activates human HTR5A in OPRM1-OPRD1 agonist counter-screen | P47898 | HTR5A agonist assay, luminescence, cell-based | activation, % at 9.3 µM | actives 0.61% (n = 340,000) | AID 504692; in the data active = activation mostly above about 9.5%, no sharp cut-off; inactive = mostly below about 7.6%;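 note: 0% = cells with vehicle only and 100% = reference agonist; strong numbers were not always called active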
Target sequence (P47898 whole entry, looked up): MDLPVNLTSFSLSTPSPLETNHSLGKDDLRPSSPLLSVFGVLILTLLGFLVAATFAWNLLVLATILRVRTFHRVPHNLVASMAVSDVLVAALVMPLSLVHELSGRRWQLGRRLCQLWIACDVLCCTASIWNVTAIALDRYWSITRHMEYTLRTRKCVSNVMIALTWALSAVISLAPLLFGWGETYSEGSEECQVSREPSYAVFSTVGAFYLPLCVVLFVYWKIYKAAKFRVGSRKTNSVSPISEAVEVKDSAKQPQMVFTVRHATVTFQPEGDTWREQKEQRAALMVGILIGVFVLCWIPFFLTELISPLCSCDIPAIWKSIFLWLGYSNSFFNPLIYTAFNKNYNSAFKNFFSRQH
PKA-R2B act – PKA-R2B complex activation; activation, % at 11.4 µM; PKA-R2B holoenzyme dissociation, Cy5-IP20 fluorescence polarization; R2B truncated from residue 108, S112A mutant; 0% DMSO only, 100% 113 µM cGMP; P22694+P31323; actives 0.079% (n = 340,000);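 active = activation above a cutoff set at the mean over all compounds plus 3 SD, cut at about 18% in these data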;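 note: higher means more holoenzyme dissociation and a rise in polarization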
Target sequence (P31323 whole entry, looked up, other chains not shown, the tested form may be a part): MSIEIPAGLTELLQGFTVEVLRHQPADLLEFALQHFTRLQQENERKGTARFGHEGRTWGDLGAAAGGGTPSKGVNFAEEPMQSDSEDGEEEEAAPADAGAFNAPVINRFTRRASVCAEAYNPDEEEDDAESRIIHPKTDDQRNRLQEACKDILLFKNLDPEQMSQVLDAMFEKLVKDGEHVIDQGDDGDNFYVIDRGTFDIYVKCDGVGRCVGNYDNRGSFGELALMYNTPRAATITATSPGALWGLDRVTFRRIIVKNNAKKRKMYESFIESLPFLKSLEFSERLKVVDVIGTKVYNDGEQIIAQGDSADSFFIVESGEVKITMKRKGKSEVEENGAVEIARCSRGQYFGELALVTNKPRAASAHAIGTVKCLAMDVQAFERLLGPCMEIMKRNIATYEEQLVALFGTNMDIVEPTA
OPRM1-OPRD1 inv – mu-delta opioid heterodimer inverse agonism; inhibition, % at 9.3 µM; P35372+P41143; cell-based MOR-DOR heterodimer luminescence; actives 0.21% (n = 340,000); AID 504357; in the data active = inhibition above about 22%, passing the limit was not always enough;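 note: 0% = cells with DMSO and 100% = wells without cells with DMSO; values of inactives mirror those of a sister screen read the other way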
HTR5A inv ctr – counter-screen for OPRM1-OPRD1 inverse agonists: human HTR5A inverse agonism. HTR5A cell line, luminescence. inhibition, % at 9.3 µM. actives 0.083% (n = 340,000). AID 504634; in the data active = inhibition mostly above about 23%, no sharp cut-off; inactive = mostly below about 18%;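 note: 0% = cells with DMSO and 100% = no-cell wells with DMSO; some compounds called inactive have numbers as strong as hits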
PKA-R1A act – PKA-R1A complex activation; PKA-R1A dissociation, Cy5-IP20 fluorescence polarization; scaled: DMSO 0%, 113 µM cGMP 100%; activation, % at 11.4 µM; actives 0.083% (n = 340,000);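 active = percent activation above the mean of all tested compounds plus 3 SD, cut at about 19% in these data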;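 note: higher means more PKAc released from R1A so a rise in polarization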
V-ATPase pH – yeast V-ATPase proton transport regulation by pHLuorin; AID 504577; response, % at 10 µM; actives 0.37% (n = 350,000); S. cerevisiae, pHLuorin cytosolic pH fluorescence; in the data active = response mostly above about 7.3%, no sharp cut-off; inactive = mostly below about 5.4%; note: actives read high; inactives centre near 0; some compounds called inactive have numbers as strong as hits; reference of the scale not given here
Arr AP2 block – inhibitors of human beta-arrestin and AP2 interaction. FITC-arrestin peptide / GST-AP2 beads, flow cytometry; AP2 beta2 appendage carries R879A mutation. inhibition, % at 10 µM. actives 0.31% (n = 340,000). AID 504490;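 active = inhibition above a set limit, near 3 SD of compounds lacking own fluorescence, cut at about 54% in these data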;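 note: plate controls were DMSO wells for no effect and 5 µM unlabelled arrestin peptide for full effect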
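System: GST-tagged AP2 beta2-adaptin appendage (R879A) on 4 µm glutathione beads / Reagent: FITC-arrestin peptide, 50 nM / Detection: HyperCyt-sampled flow cytometry, FL1 channel, ex 488/em 535 nm / Timing: 12 min plus 1 h, RT / Buffer or medium: PBS plus Tween 20 (0.05%) and BSA (0.1%)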
DSG3 Ab inh – blocks pemphigus antibody binding to human desmoglein-3 | actives 0.48% (n = 310,000) | binding (percent of control), % at 10 µM | AID 588358 | P32926 | DSG3-coupled beads, scFv-anti-DSG3-GFP binding, flow cytometry; hits give low values;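 active = binding more than 3 SD below its plate's average and above zero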;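 note: hits lower antibody fragment binding to DSG3; some compounds called inactive have numbers as strong as hits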
MOR-DOR ag – OPRM1-OPRD1 heterodimerization agonism | activation, % at 9.3 µM | cells, luminescence | actives 0.3% (n = 340,000) | P35372+P41143; in the data active = activation above about 18%;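 note: 0% = vehicle-treated cells and 100% = reference agonist; values of inactives mirror those of a sister screen read the other way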
DAGLB inh – blocks human DAGLB lipase activity | HEK293T DAGLB membrane lysate, EnzChek fluorogenic substrate | inhibition, % at 5.17 µM | actives 0.059% (n = 340,000); in the data active = inhibition above about 34%;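 note: 0% = enzyme with vehicle and 100% = wells lacking enzyme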
Active calls of the source: *; · = not tested or not shown. Rows are unselected; 2.4% or so of the library scored in one or more.

SMILES	HTR5A ag	PKA-R2B act	OPRM1-OPRD1 inv	HTR5A inv ctr	PKA-R1A act	V-ATPase pH	Arr AP2 block	DSG3 Ab inh	MOR-DOR ag	DAGLB inh
COc1cc(C(=O)NCCCc2nc3ccccc3n2Cc2cc(C)ccc2C)cc(OC)c1OC	0	6	6	-11	3	5	-2	81	-1.2	2
C=CCn1c(SCC(=O)c2ccc(O)c(O)c2)nnc1-c1ccc(OC)cc1	1	-2	-14	-2	-12	-5	2	107	2.5	16
Cc1c(C(=O)NCc2ccco2)sc2nc(-c3ccccc3)cn12	-1	5	11	-12	-7	4	0	100	-1.9	-2
Cc1sc2nc(SCC(=O)NCc3ccco3)n(C)c(=O)c2c1C	1	-16	13	6	2	-3	11	104	-2.3	-1
CC(C)(C)SCCNC(=O)CN1C(=O)c2cccc3cccc1c23	-3	3	10	13	-10	0	-19	104	-2.2	-3
Cn1nc(-c2ccccc2)cc1NS(=O)(=O)c1ccc(C#N)cc1	5	-7	0	36	5	2	-21	108	-0.1	5
COC(=O)[C@@H](NC(=O)NCc1cccs1)C(C)C	4	5	10	-42	7	-2	-3	99	-2.0	1
CCn1ncc(NC(=S)Nc2ccc(OC)c(OC)c2)c1C(N)=O	-6	-10	-12	14	-6	-3	2	106	2.3	2
Cc1c(C(=O)N/N=C/c2ccc(Cl)cc2)[nH]c2ccc(Cl)cc12	2	-16	10	6	-9	4	14	80	-1.9	-10
COc1ccc(NC(=O)CCCN2C(=O)C(c3ccccc3)Oc3cccnc32)cc1 (configuration not stated)	-6	5	-10	21	2	3	6	127	2.1	-3
c1ccc(Cc2nc3ccccc3o2)cc1	7	-3	5	-19	-2	-4	10	105	-0.9	-3
COC(=O)CCNC(=O)c1ccc2nc(Cc3ccc(OC)c(OC)c3)oc2c1	-2	0	17	6	-6	0	-1	107	-3.5	-1
Cc1ccccc1CSCCNC(=O)c1ccc(Cl)c(S(=O)(=O)N2CCOCC2)c1	-3	-6	7	-9	-9	2	8	·	-1.2	-4
COc1cc(-c2nnc(COC(=O)c3cc(C)nc4ccc(C)cc34)o2)cc(OC)c1OC	6	-2	-17	9	-10	-2	8	121	3.8	-1
Cc1ccc(-c2ccc(=O)n(Cc3cccc(Br)c3)n2)cc1	12	-3	-19	-47	-9	-1	10	94	3.5	-7
CCOC(=O)c1ccc(N[C@@H]2CCN3C(=O)c4ccccc4[C@@H]3C[C@H]2O)cc1	-2	3	9	7	-5	2	21	98	-1.8	-4
CCCn1c(SCC(=O)NC2CCC(C)CC2)n[nH]c1=O (configuration not stated)	0	-6	12	21	-14	-1	-9	107	-2.9	-1
O=C(/C=C/c1ccc(Cl)cc1Cl)Nc1ccc(CN2CCOCC2)cc1	-4	-9	-29	11	-3	0	12	106	4.0	-1
COCCN(C(=O)CNC(=O)c1ccco1)C(C(=O)NC1CCCC1)c1ccc(F)cc1 (configuration not stated)	-3	-3	-7	8	-13	-1	26	·	0.9	-2
O=c1cc(-c2ccc3c(c2)OCO3)oc2ccccc12	1	-4	18	-28	0	0	5	127	-3.9	-3
Cc1cccc(C)c1NC(=O)CN(C)C(C)C(=O)Nc1ccccc1-c1ccccc1 (configuration not stated)	-3	1	1	-14	1	3	19	107	-0.2	-2
CC(=O)c1ccc(N(C(=O)CNC(=O)c2cccs2)C(C(=O)NCC2CCCO2)c2ccccc2)cc1 (configuration not stated)	4	-9	4	-12	-2	-1	0	·	-0.6	3
CC(C)[C@H](NS(=O)(=O)c1ccccc1)C(=O)OCC(=O)Nc1ccc2c(c1)OCO2	3	-2	0	-2	4	2	31	·	0.0	-2
Cc1cc(NC(=O)CSc2nc(-c3ccccc3)c(C#N)c(=O)[nH]2)no1	1	-12	11	-11	-10	3	6	108	-2.1	0
CCOC(=O)N1CCN(Cc2nc3cc([N+](=O)[O-])ccc3n2CC)CC1	2	-11	7	-7	-2	1	-11	96	-1.4	0
Cc1nn(C)c(Cl)c1CN1CCCC(CO)(Cc2cccc(Cl)c2)C1 (configuration not stated)	2	2	-19	-5	-2	-5	11	111	3.8	0
CCOc1ncccc1C(=O)N(CCC(C)C)c1c(N)n(Cc2ccccc2)c(=O)[nH]c1=O	2	-24	19	-5	-11	2	6	91	-3.6	1
COc1ccccc1CNC(=O)COC(=O)C1CC1	3	8	14	-15	3	-1	1	·	-3.7	2
CC1(C)Cc2ccccc2C(c2cc3ccccc3oc2=O)=N1	-3	0	-10	9	-5	-3	5	96	1.9	-5
CCc1ccc(C2=NN(c3ccc(S(N)(=O)=O)cc3)C(c3ccc(F)cc3)C2)cc1 (configuration not stated)	3	6	-19	-10	-12	-3	-5	94	3.2	7

Fetched by structure from the entries so far:
SMILES	HTR5A ag	PKA-R2B act	OPRM1-OPRD1 inv	HTR5A inv ctr	PKA-R1A act	V-ATPase pH	Arr AP2 block	DSG3 Ab inh	MOR-DOR ag	DAGLB inh
CCOc1ncccc1C(=O)N(CCC(C)C)c1c(N)n(Cc2ccccc2)c(=O)[nH]c1=O	2	-24	19	-5	-11	2	6	91	-3.6	1
CC(C)[C@H](NS(=O)(=O)c1ccccc1)C(=O)OCC(=O)Nc1ccc2c(c1)OCO2	3	-2	0	-2	4	2	31	·	0.0	-2

Back to the main list, repeating the two entries before the break.
SMILES	HTR5A ag	PKA-R2B act	OPRM1-OPRD1 inv	HTR5A inv ctr	PKA-R1A act	V-ATPase pH	Arr AP2 block	DSG3 Ab inh	MOR-DOR ag	DAGLB inh
CC1(C)Cc2ccccc2C(c2cc3ccccc3oc2=O)=N1	-3	0	-10	9	-5	-3	5	96	1.9	-5
CCc1ccc(C2=NN(c3ccc(S(N)(=O)=O)cc3)C(c3ccc(F)cc3)C2)cc1 (configuration not stated)	3	6	-19	-10	-12	-3	-5	94	3.2	7
O=C(CN(Cc1ccccc1)C(=O)c1csnn1)NCCc1ccccc1	9	-10	14	-25	-3	2	5	·	-2.1	0
CC1(c2nnc(-c3cccc(Cl)c3)o2)CC(c2ccccc2F)=NO1 (configuration not stated)	6	-11	16	-16	-13	1	0	107	-2.7	-9
O=[N+]([O-])c1ccc(/C=N/Nc2nc(N3CCCC3)nc(N3CCCC3)n2)o1	3	-10	-26	-9	-5	1	4	101	4.1	3
C=CCn1c(SCC(=O)N2CCOCC2)nc2sc(CC)cc2c1=O	-6	4	6	15	-4	2	5	110	-1.5	-3
CCOC(=O)CN1NC2(CCCC(C)C2)NC1=S (configuration not stated)	0	-2	15	0	-1	5	5	·	-2.5	-1
C/C(Cl)=C\Cn1c(O)c(N=O)c2ccccc21	0	-2	-32	-1	-12	-1	30	107	6.1	-9
COc1ccc(CN2CCCC(C(=O)c3ccc(SC)cc3)C2)cc1Cn1cccn1 (configuration not stated)	-1	2	6	7	-15	-2	2	105	-1.2	-5
COc1ccc(-c2nc3ccccc3o2)cc1OC	8	-14	-15	-27	-12	-1	36	99	2.9	-10
CCOc1cc(C(=O)Nc2cccc(OCC(=O)N3CCOCC3)c2)cc(OCC)c1OCC	6	-6	-1	-17	-4	-1	0	107	0.1	-2
COc1ccccc1Nc1nc(C)nc2c1oc1ccccc12	-2	1	-3	7	1	4	30	86	0.5	-10
COc1ccccc1NC(=O)c1ccc(NC(=O)CSc2nncn2C)cc1	3	-9	15	17	3	0	-7	86	-2.4	1
Cc1occc1C(=O)NC(C)c1ccc2c(c1)OCO2 (configuration not stated)	6	-2	5	28	-2	2	5	107	-1.0	1
CC1(C)CC(=O)C2=C(C1)OC(/N=C/N1CCOCC1)=C(C#N)C2c1ccccc1 (configuration not stated)	-4	-7	4	-12	-12	0	4	103	-0.7	0
CC1CC1c1ccc(/C=C(\C#N)C(=O)Nc2ccc(Cl)cc2Cl)o1 (configuration not stated)	-3	3	-12	5	3	-2	-1	·	2.5	-11
COC(=O)c1ccc(CSc2nc3ccccc3c(=O)n2CC(C)C)o1	-3	1	-13	8	-2	-4	33	98	2.5	-9
CCCn1nnc(NC(=S)NC(=O)/C=C/c2ccc(Cl)cc2)n1	-5	-7	9	-27	-2	4	2	111	-1.8	-1
Cc1cccc(C(C)C)c1NC(=O)CN1C(=O)NC2(CCc3ccccc32)C1=O (configuration not stated)	5	-4	-5	-14	1	-3	13	102	0.8	3
CCc1ccc(OCC(=O)NNC(=O)c2ccc(NC(=O)C3CC3)cc2)cc1	6	4	0	-8	5	-2	6	111	-0.1	0
COC(=O)c1cc(S(=O)(=O)Nc2nn(C)c3cccc(F)c23)oc1C	6	-5	6	4	0	2	1	118	-1.2	1
Clc1cccc(Cl)c1COc1ccccn1	-2	0	18	21	-7	-1	23	95	-3.4	0
Cc1occc1C(=O)Nc1ccccc1C#N	-1	10	13	-14	-6	-3	23	103	-2.5	-2
O=C(Cn1nc(-c2ccc(Cl)cc2)ccc1=O)NCC1COCCO1 (configuration not stated)	-2	-5	12	-2	3	3	2	98	-2.0	1
CCOC(=O)c1[nH]cnc1C(=O)Nc1ccc(Cl)cc1	-1	5	21	4	0	0	31	106	-4.5	-4
Cc1ccc(-c2nn(C)c(=O)c3ccccc23)cc1CNC(=O)CSc1nc2ccccc2o1	-1	-2	-5	-9	-5	0	11	86	0.8	5
COc1ccc(C(=O)COC(=O)CCNS(=O)(=O)c2ccc(NC(C)=O)cc2)c(OC)c1	-4	-10	15	19	-12	0	23	97	-2.8	-1
COc1cc(/C=N/Nc2nc3ccccc3[nH]2)cc(OC)c1O	-4	-13	-39	5	-1	-5	4	100	7.7	5
COc1ccc(OCC(=O)NC(=S)Nc2ccc(S(=O)(=O)Nc3cc(C)on3)cc2)cc1	3	-7	17	9	2	-4	40	98	-3.3	3
Cn1c(CNC(=O)C2CCC(=O)N(CCc3cccc(F)c3)C2)nc2ccccc21 (configuration not stated)	-1	8	6	10	-5	3	18	·	-1.1	3
O=C(/C=C/c1ccc([N+](=O)[O-])cc1)N(c1ccccn1)C1CCCCC1	-4	-5	2	9	-18	-3	7	72	-0.5	3
O=C(Nc1cccnc1)c1ccc(NS(=O)(=O)c2cccc([N+](=O)[O-])c2)cc1	-4	-1	20	11	-9	-1	36	103	-3.8	0
Cc1ccc(N2CC(C(=O)Nc3nnc(SCc4cccnc4)s3)CC2=O)cc1 (configuration not stated)	3	5	11	3	-6	1	12	110	-2.0	1
Cc1ccc(-c2cc(-c3ccccc3)nc(N(C)N)n2)cc1	1	-3	-15	-5	5	-2	7	112	3.1	-15
NC(=O)c1cccnc1Oc1cccc(Cl)c1	-1	-7	7	-6	-7	-2	2	·	-1.3	0
CN(C1CCS(=O)(=O)C1)S(=O)(=O)c1ccc(N2CCCC2=O)cc1 (configuration not stated)	-2	-1	9	-18	3	6	-7	94	-1.5	-2
COc1ccc(CN2C(=O)C(Cc3ccccc3)Nc3ncnc(N4CCN(c5ccccc5)CC4)c32)cc1 (configuration not stated)	-15	3	41	44*	18	-2	29	100	-8.8	0
COc1ccc(Br)cc1C(=O)Nc1ccc(NC(=O)c2ccco2)cc1	7	-9	17	-19	-4	-2	-1	104	-3.2	-3
O=C1c2ccccc2C(=O)N1c1cccc(-c2nc3ccccc3o2)c1	0	-10	12	2	-5	2	-5	107	-2.3	-1
